GRK2 aptamer HTS: inhibitors of human GRK2 displacing RNA aptamer; bead flow cytometry, FAM-aptamer displacement from GRK2; inhibition of aptamer binding, % at 10 µM; hit rate 0.59% among 330,000;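 active means inhibition of aptamer binding above 40%, roughly 3 SD of noise, on plates passing a quality check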;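 further: median bead fluorescence of bound FAM aptamer so fluorescent compounds give negative values; no value below 0 was filed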
PME-1 inh: blocks human protein phosphatase methylesterase 1 | Q9Y570 | recombinant PME-1, FP-Rh probe fluorescence polarization | inhibition, % at 5.9 µM | hit rate 0.53% among 320,000;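 active means inhibition above the campaign mean of all compounds plus 3 SD, cut at about 26% in these data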;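 further: competitive labeling of PME-1 active site by serine hydrolase directed probe; 0% = PME-1 with DMSO and 100% = wells lacking PME-1 enzyme; inhibitors block probe labeling so polarization falls and inhibition rises; many of its hits are not listed in these tables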
Target sequence (Q9Y570 whole entry, looked up): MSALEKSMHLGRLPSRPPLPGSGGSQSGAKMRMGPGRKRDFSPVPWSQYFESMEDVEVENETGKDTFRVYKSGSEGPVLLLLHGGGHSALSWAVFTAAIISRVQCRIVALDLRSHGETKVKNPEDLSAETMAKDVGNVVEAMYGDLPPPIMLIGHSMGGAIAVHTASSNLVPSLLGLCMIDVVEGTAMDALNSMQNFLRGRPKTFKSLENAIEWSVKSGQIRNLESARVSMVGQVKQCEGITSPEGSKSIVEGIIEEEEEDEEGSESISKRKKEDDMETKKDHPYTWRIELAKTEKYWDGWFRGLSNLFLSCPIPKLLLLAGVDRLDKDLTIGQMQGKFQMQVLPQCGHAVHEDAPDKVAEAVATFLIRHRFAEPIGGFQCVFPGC
MEX-5 binding: C. elegans MEX-5 TCR-2 RNA binding activity | Q9XUB2 | MEX-5/FITC-TCR2 RNA binding, fluorescence polarization; stronger effect = lower value | activity score (negative = inhibition of binding), % at 10 µM | hit rate 0.38% among 300,000 | AID 1832;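 active means inhibition past about -25% in most replicates, and total fluorescence under double the plate's negative control median, limit read from the data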;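 further: 0% = DMSO and -100% = 5 µM competing unlabeled TCR2 RNA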
Efflux pump inh: antifungal efflux pump inhibition, Nile Red retention. S. cerevisiae Candida pump triplex. inhibition, % at 10 µM. hit rate 0.44% among 330,000. AID 485275;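 active means plate passing quality check with inhibition over a set limit, or well fluorescence over plate mean plus 4 SD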;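 further: Nile Red retained in pooled yeast measured as flow cytometry median fluorescence; 0% = buffer negative control and 100% = Enniatin B positive control; higher means more Nile Red kept so more efflux inhibition; some compounds called inactive have numbers as strong as hits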
Bcl-xL primary: inhibitors of human Bcl-xL | Q07817 | GST-Bcl-xL / FITC-Bim BH3 peptide fluorescence polarization | inhibition, % at 10.9 µM | hit rate 0.7% among 320,000;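 active means inhibition above the mean of all tested compounds plus 3 SD, cutoff set per campaign, cut at about 30% in these data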;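 further: 0% = DMSO wells and 100% = unlabeled Bim-BH3 peptide competitor; inhibitors lower millipolarization by displacing the labeled peptide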
Target sequence (Q07817 whole entry, looked up): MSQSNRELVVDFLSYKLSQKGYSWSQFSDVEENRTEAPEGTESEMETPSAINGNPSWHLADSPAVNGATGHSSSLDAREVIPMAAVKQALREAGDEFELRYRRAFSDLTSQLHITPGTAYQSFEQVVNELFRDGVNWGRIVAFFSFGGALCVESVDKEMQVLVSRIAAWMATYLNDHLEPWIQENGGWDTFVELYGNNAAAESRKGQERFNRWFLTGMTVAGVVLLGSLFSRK
GLD-1 TGE inh: GLD-1-TGE RNA interaction inhibition (C. elegans) | Q17339 | purified GLD-1 + fluorescein TGE RNA, fluorescence polarization | inhibition, % at 5.96 µM | hit rate 0.44% among 320,000 | AID 2280;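 active means percent inhibition above a per-plate cutoff, the plate mean of test compounds plus 3 SD, cut at about 30% in these data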;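 further: 0% = DMSO wells with GLD-1 and probe and 100% = wells lacking GLD-1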
Fam108B inh: Fam108B inhibition, counter-screen for RBBP9 inhibitors. recombinant Fam108B, FP-Rh probe fluorescence polarization. inhibition, % at 9.51 µM. hit rate 0.33% among 300,000. AID 1947;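 active means inhibition above the screen mean inhibition plus 3 SD, computed separately per campaign, cut at about 18% in these data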;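 further: inhibitors lower polarization as less probe binds the enzyme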
MCL1-BIM inh: inhibitors of human MCL1 binding to BIM-BH3 peptide; GST-MCL1 / FITC-Bim-BH3 fluorescence polarization; AID 2057; inhibition, % at 10.9 µM; hit rate 0.68% among 320,000;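 active means inhibition above the mean inhibition of all tested compounds plus 3 SD, set per campaign, cut at about 40% in these data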;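 further: 0% = DMSO wells and 100% = unlabeled Bim-BH3 peptide control; higher means more loss of mP so more displacement of Bim peptide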
Target sequence (Q07820 whole entry, looked up): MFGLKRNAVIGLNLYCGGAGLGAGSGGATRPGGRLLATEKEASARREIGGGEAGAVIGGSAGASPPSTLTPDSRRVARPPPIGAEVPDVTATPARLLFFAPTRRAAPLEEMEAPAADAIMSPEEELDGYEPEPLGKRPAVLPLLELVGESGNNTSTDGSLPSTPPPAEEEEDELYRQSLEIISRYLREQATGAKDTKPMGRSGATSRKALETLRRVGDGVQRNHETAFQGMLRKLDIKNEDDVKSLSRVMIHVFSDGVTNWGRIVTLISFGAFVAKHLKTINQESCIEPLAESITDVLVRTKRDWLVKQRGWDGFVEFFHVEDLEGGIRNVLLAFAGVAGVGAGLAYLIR
VLA-4 inh: inhibition in a human VLA-4 binding assay; P13612; VLA-4 expressing cells, ligand binding flow cytometry; inhibition, % (about 7 µM as worked out from the volumes in the protocol); hit rate 0.2% among 330,000; AID 2557; in the data active means inhibition above about 50%
* hit, by the source's call; · = no result given; + = active, no number.

SMILES	GRK2 aptamer HTS	PME-1 inh	MEX-5 binding	Efflux pump inh	Bcl-xL primary	GLD-1 TGE inh	Fam108B inh	MCL1-BIM inh	VLA-4 inh
COc1cccc(-n2c(SCC(N)=O)nnc2-c2ccncc2)c1	0	-2	1.0	-0.1	0	7	-4	2	-11
COc1cccc(C(=O)NC(c2ccccc2)C2CCCC2)c1 (stereo not drawn)	0	-2	0.7	-0.2	5	-4	0	-1	7
C=CCN1C(=O)C2C3CC(=O)C(c4ccccc43)C2C1=O (stereo not drawn)	0	-1	1.3	0.0	1	-3	-1	-1	4
Oc1ccccc1/C=N/NC1=NCCCCC1	0	-8	-1.4	-0.5	1	3	-4	4	2
Cc1ccc(CC(=O)CCc2ccccc2)cc1	0	-5	1.7	-0.1	9	2	2	1	16
COc1ccccc1C1c2[nH]c3ccccc3c2CCN1Cc1ccc(NC(C)=O)s1 (stereo not drawn)	0	-1	1.9	-0.1	-1	-1	4	4	15
Cc1ccc(Cn2c(SC(C)C(N)=O)nc3ccccc3c2=O)cc1 (stereo not drawn)	0	-5	0.9	-0.3	3	6	0	3	15
CN(C)c1ccc(C(CNS(=O)(=O)c2ccc([N+](=O)[O-])cc2)N2CCCC2)cc1 (stereo not drawn)	3	-1	0.0	0.1	-2	6	3	-2	10
O=C(OCc1csc(-c2ccccc2)n1)C1=NN(c2ccccc2)C(=O)CC1	4	7	·	0.5	4	2	·	3	-15
COCCCNC(=O)CC(NS(=O)(=O)c1ccc(Cl)cc1)c1ccco1 (stereo not drawn)	0	-2	2.6	-0.1	2	2	6	3	6
COc1ccc(CN2CCNC(=O)C2CC(=O)N2CCCN(C(C)=O)CC2)cc1OC (stereo not drawn)	6	-1	-4.1	0.0	7	5	1	7	-83
Cc1ccc(C)c(NS(=O)(=O)c2ccc(OCC(=O)NCc3cccnc3)cc2)c1	3	3	2.1	-0.6	1	0	1	4	-12
C/C(=N/NC(=O)c1ccccc1)C1=C(O)CC(C)(C)CC1=O	0	5	-1.1	-0.3	-4	2	0	14	0
CCOC(=O)CC(NC(=O)C1c2ccccc2Oc2ccccc21)c1ccc(C)cc1 (stereo not drawn)	1	1	3.9	-0.7	4	-5	-4	5	6
Cc1nn(C)c(C)c1N1C(=O)c2cccc3c(N)ccc(c23)C1=O	4	18	·	0.7	+	+	10	+	-187
CC(=O)Nc1sc(C)c(C)c1C(=O)OCC(=O)N(Cc1ccccc1)C(C)C	0	5	·	0.0	1	-2	·	4	13
Cc1cc2cc(CNC(=O)c3ccc(C)c([N+](=O)[O-])c3)ccc2[nH]1	1	2	-1.1	-0.1	6	2	-2	2	14
C=C(C)COc1ccc(-c2n[nH]c(C)c2-c2ccc(Br)cc2)c(O)c1	1	-13	0.0	-0.1	0	13	-1	-2	9
O=C(O)CNC(=O)/C(=C\c1cccc([N+](=O)[O-])c1)NC(=O)c1ccco1	0	-1	-1.3	0.0	4	3	-5	6	4
Cc1ccc(S(=O)(=O)N(C)c2ccc(C(=O)NCCc3ccccc3)cc2)cc1	0	-2	-2.4	-0.2	0	-1	-2	-1	15
CC(C)CCn1nc(C(=O)Nc2nc3c(s2)CCCC3)c2ccccc2c1=O	0	-1	0.2	0.1	5	3	-4	15	5
COc1cccc(CNC(=O)CCC2CCCN(C(=O)c3cccnc3SC)C2)c1 (stereo not drawn)	0	1	3.8	0.1	2	5	1	5	-108
COc1ccc(/C=C/c2nc(-c3ccccc3O)n[nH]2)cc1OC	5	-7	·	-1.4	7	9	14	11	7
O=C(Nc1ccc(S(=O)(=O)Nc2ccc(F)cc2)cc1)c1ccc(CN2CCOCC2)cc1	0	-2	-1.4	-0.1	-2	-1	-8	3	11
CCOC(=O)c1ccc(NC(=O)CN(c2ccc(C)cc2)S(=O)(=O)c2c(C)nn(C)c2C)cc1	0	-8	1.3	0.0	9	3	-5	5	15
(next part)
SMILES	GRK2 aptamer HTS	PME-1 inh	MEX-5 binding	Efflux pump inh	Bcl-xL primary	GLD-1 TGE inh	Fam108B inh	MCL1-BIM inh	VLA-4 inh
COc1ccc(C(=O)NCc2ccc3c(c2)cc(C)n3C)cc1	1	1	0.1	0.0	4	0	0	4	-5
COc1ccc(CC(=O)Oc2ccc(F)c(F)c2)cc1S(=O)(=O)N1CCOCC1	1	-1	0.4	0.0	-3	3	3	-1	5
NC(=O)NOCc1cccc(Cl)c1	1	-7	1.8	-0.1	1	11	-1	-6	2
O=C(CCNS(=O)(=O)c1ccccc1)OCC(=O)c1ccc(Cl)cc1	0	7	1.4	-0.1	-4	8	-1	-4	14
COc1ccc2nc(/N=C(\N)NC(=O)Nc3ccccc3)nc(C)c2c1	0	-142	0.7	-0.3	2	-1	-27	5	27
CCOc1ccc(NC(=S)NC(=O)c2c(Cl)cnn2CC)c([N+](=O)[O-])c1	2	-1	-1.6	0.0	7	3	0	12	6
Clc1ccc(CON/C=N/c2ncnc3sccc23)cc1	2	0	-1.4	0.0	6	3	0	5	9
CCNC(=S)N/N=C/c1cccc(/C=N/NC(=S)NCC)c1	0	-5	-1.0	0.0	0	-3	-2	-4	-8
Cc1ccc(-c2nn(-c3ccccc3)cc2/C=N/NS(=O)(=O)c2ccccc2)cc1	1	-13	-0.3	0.1	2	12	0	-2	8
CC(C)c1ccc(NC(=O)COc2ccccc2)cc1	10	-1	0.8	0.0	7	7	2	6	9
Cc1c(NC(=O)c2cc(-n3cnnc3)ccc2Cl)cccc1-c1nc2ccccc2o1	0	-8	3.6	0.3	-25	-5	-13	-29	3
N#Cc1c(NC(=O)CSc2ncn(-c3ccccc3)n2)sc2c1CCCC2	1	6	2.2	-0.1	4	1	-7	-2	0
COc1ccccc1NC(=O)CNC(=O)c1ccc(Br)o1	2	9	-0.7	0.0	5	1	5	-1	11
CCC[C@@H](CN1CCC[C@H]1CN1C(N)=NC[C@H]1CC(C)C)N1C[C@@H](Cc2ccccc2)N(CCc2ccc(Cl)c(Cl)c2)C1=N	0	·	·	-0.5	·	-4	·	·	14
CCOc1ccc(C(=O)NCC(=O)OCc2csc(-c3ccccc3)n2)cc1	0	1	-1.6	0.1	-3	-3	-6	-15	-3
CN1CCN(C(=O)/C(=C\c2cccc([N+](=O)[O-])c2)NC(=O)c2cccs2)CC1	0	-3	0.3	0.1	4	3	1	4	4
Cc1nnc(SCC(=O)NCc2ccc3c(c2)OCO3)[nH]c1=O	0	7	-0.7	-0.1	2	5	2	3	15
O=C(c1ccco1)N1CCN(C(=S)Nc2cccc([N+](=O)[O-])c2)CC1	0	-4	-2.5	-0.1	11	3	-3	9	13
O=C(Nc1ccc2[nH]c(=S)sc2c1)c1ccccc1	0	-2	0.8	0.0	-6	-8	0	0	0
Cc1cc2c(cc1C)C(=O)NC(C)(C)C2	0	-4	0.2	0.0	-1	2	1	0	17
Cc1nc(N2CCCC2)c2ccsc2n1	3	1	4.2	0.2	-2	-4	-2	-8	1
Cc1cccc(C2CC3(CC(C)(C)NC(=S)N3)Oc3cc(O)ccc32)c1 (stereo not drawn)	1	-4	0.9	-0.1	0	-1	5	-8	1
COC(=O)c1nc2n(n1)C(c1cccc(Cl)c1)C1=C(CCCC1=O)N2 (stereo not drawn)	0	4	2.1	0.1	3	6	0	8	38
CCc1nc(Sc2nc(C)cc(C)n2)c2oc3ccccc3c2n1	0	0	-3.2	0.2	-4	-4	3	-7	11
CCCCn1c(N)c(N(C)C(=O)c2ccc(Br)o2)c(=O)[nH]c1=O	2	1	·	0.0	2	4	·	4	14
(listing goes on)
SMILES	GRK2 aptamer HTS	PME-1 inh	MEX-5 binding	Efflux pump inh	Bcl-xL primary	GLD-1 TGE inh	Fam108B inh	MCL1-BIM inh	VLA-4 inh
O=C(Nc1cccc(C(F)(F)F)c1)/C(=C/c1ccco1)NC(=O)c1cccs1	0	-1	4.0	-0.2	-11	-12	0	-4	3
COc1ccc(N2C(=O)C3C(C2=O)C(C(=O)c2ccc(Cl)cc2)N2CCCC32)cc1 (stereo not drawn)	·	-1	1.1	-0.3	17	17	0	4	0
COc1cc(NC(=O)Nc2ccccc2OC)c(OC)cc1NC(=O)CN1CCCCC1	1	7	-1.2	0.0	13	4	7	3	12
CCc1ccccc1NC(=O)CN(C)C(=O)Cn1ncc(Cl)c(Cl)c1=O	3	0	-0.8	-0.2	2	7	3	-1	17
O=C(CN1CCCCCC1)Nc1ccccc1F	2	-1	-7.3	0.1	-1	2	-1	-6	12
CCCC(=O)Nc1c(C)n[nH]c1C	28	1	0.1	0.0	-4	-6	-4	-3	-1
COCCNC(=O)c1cccc(OC2CCN(Cc3ccc(C(C)C)cc3)CC2)c1	0	1	-1.9	0.0	4	4	-2	9	5
CCN1CCN(CCc2nc3cc(NC(=O)COc4ccc(Cl)cc4)ccc3n2C)CC1	0	-2	-1.0	0.1	2	2	-2	6	14
O=C(CCCl)Nc1cc(SCCO)cc([N+](=O)[O-])c1	2	-1	-0.6	-0.2	2	0	4	-1	-1
CN(C)c1ccc(/C=N/N(CCC(=O)NC(C)(C)C)C2=NS(=O)(=O)c3ccccc32)cc1	3	0	-53*	-0.4	7	2	4	-2	2
COc1ccc(C(=O)CCC(C)(C)[N+](=O)[O-])cc1OC	1	0	-3.2	-0.3	6	2	-3	5	16
Cc1cc(NC(=O)c2ccc(NC(=O)c3cccs3)cc2)no1	16	-1	0.1	0.1	7	2	-9	7	7
CCC1=NN(C(=O)c2ccc(Cl)cc2)C(O)(c2ccccc2)C1 (stereo not drawn)	0	4	-1.3	0.1	-2	-2	0	3	8
CC(=O)OCC(OC(C)=O)C(OC(C)=O)C(OC(C)=O)C(=O)Nc1ccc(C)cc1 (stereo not drawn)	2	-4	-0.5	-0.1	2	2	2	7	3
COc1cc(C(=O)N/N=C/C2CC=CCC2)cc(OC)c1OC (stereo not drawn)	0	2	-1.7	0.0	5	3	1	-1	16
COc1ccc(NC(=S)NC(C)C(c2ccccc2)N2CCOCC2)cc1 (stereo not drawn)	1	2	2.6	0.2	4	-3	0	4	-2
Cc1cccc2sc(N(CCN3CCOCC3)C(=O)CCS(=O)(=O)c3ccccc3)nc12	4	2	0.2	0.1	7	5	-2	8	3
COc1ccc(S(=O)(=O)Oc2ccc(C(=S)N3CCOCC3)cc2OC)cc1	10	5	-0.4	0.2	1	-5	-1	10	5
CCOCCCNC(=O)C1(O)c2cc(Br)ccc2NC(=O)N1c1ccc(OCC)cc1 (stereo not drawn)	61*	-6	-3.2	0.0	-5	0	1	-11	6
O=C(NC(Cc1ccccc1)C(=O)O)/C(=C\c1ccc(F)cc1)NC(=O)c1ccccc1 (stereo not drawn)	0	-1	-2.7	0.0	1	0	2	3	20
O=C(O/N=C1\CCS(=O)(=O)c2sccc21)C1CC1	3	10	-0.1	0.1	7	-3	1	5	7

Just MEX-5 binding, Bcl-xL primary and VLA-4 inh, for some of the entries so far:
SMILES	MEX-5 binding	Bcl-xL primary	VLA-4 inh
Cc1ccc(-c2nn(-c3ccccc3)cc2/C=N/NS(=O)(=O)c2ccccc2)cc1	-0.3	2	8
CC(C)c1ccc(NC(=O)COc2ccccc2)cc1	0.8	7	9
Cc1c(NC(=O)c2cc(-n3cnnc3)ccc2Cl)cccc1-c1nc2ccccc2o1	3.6	-25	3
N#Cc1c(NC(=O)CSc2ncn(-c3ccccc3)n2)sc2c1CCCC2	2.2	4	0

An excerpt (hit frequency here may not be typical).
